Apaf1 inhib: human Apaf-1 inhibition | O14727 | reconstituted apoptosome caspase-3 activity, DEVD-Rh110 fluorescence | inhibition, % at 20 µM | hit rate 0.71% among 330,000 | AID 489030; active means inhibition of at least 40% at 20 µM;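 further: plate controls were DMSO wells for no effect and DEVD-CHO caspase inhibitor wells for full effect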
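Material: reconstituted apoptosome with Apaf-1, cytochrome c, caspase-9, procaspase-3, dATP; medium: pH 7.5 Hepes buffer with CHAPS, BSA, DTT; also added: cytochrome c and DEVD-Rh110 substrate; timing: 30 min plus 50 min, RT; signal: Rh110 fluorescence intensity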
Jurkat NFkB inh: inhibitors of the PMA/ionomycin-induced NF-kB reporter in Jurkat cells; hit rate 0.53% among 330,000; PMA/ionomycin-induced NF-kB luciferase reporter, luminescence; inhibition, % at 4 µM; AID 435003
SENP8 inh: SENP8 protease inhibition | Q96LD8 | purified SENP8, Z-RLRGG-aminoluciferin cleavage, luminescence | inhibition, % at 10 µM | hit rate 1.2% among 330,000
Target sequence (Q96LD8 whole entry, looked up): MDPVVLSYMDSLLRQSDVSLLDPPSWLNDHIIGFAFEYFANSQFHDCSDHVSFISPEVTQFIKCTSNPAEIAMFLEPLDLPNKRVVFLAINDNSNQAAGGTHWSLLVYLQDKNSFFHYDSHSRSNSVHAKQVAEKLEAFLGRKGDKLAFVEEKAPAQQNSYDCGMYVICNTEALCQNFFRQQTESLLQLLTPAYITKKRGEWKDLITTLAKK
Gli-Sufu block: antagonists of Gli-Sufu signaling; hit rate 0.74% among 340,000; Sufu-KO-LIGHT fibroblasts, Gli luciferase reporter luminescence; inhibition, % at 5 µM;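 active means inhibition above about 55%, limit read from the data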;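 further: 0% = DMSO-treated cells and 100% = wells with medium but no cells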
CCR6 antagonist: antagonists of human CCR6 receptor; P51684; CHO-K1 CCR6 PathHunter beta-arrestin, luminescence, CCL20-stimulated; inhibition, % at 20 µM; hit rate 0.49% among 340,000; AID 493098;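 active means compounds whose inhibition of the agonist-driven luminescence signal at 20 µM reaches about 50%, limit read from the data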;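 further: cells stimulated with CCL20 at 14 nM final; plate controls were DMSO with CCL20 for no effect and DMSO without agonist for full effect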
697 NFkB inh: inhibitors of the PMA/ionomycin-induced NF-kB reporter in 697 B cells | hit rate 0.33% among 330,000 | AID 435022 | inhibition, % at 4 µM | 697 B-cell NF-kB luciferase reporter, 16 h; in the data active means inhibition above about 35%
UBC13 inh: human UBC13 polyubiquitination inhibition | P61088 | UBC13 polyubiquitin chain formation, TR-FRET | inhibition, % at 20 µM | hit rate 0.47% among 330,000; in the data active means inhibition above about 45%, passing the limit was not always enough
Target sequence (P61088 whole entry, looked up): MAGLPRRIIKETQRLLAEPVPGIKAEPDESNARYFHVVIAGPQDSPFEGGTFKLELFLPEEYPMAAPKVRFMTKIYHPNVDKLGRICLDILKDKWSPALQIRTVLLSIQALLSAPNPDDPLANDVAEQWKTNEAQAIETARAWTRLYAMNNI
EBI2 antag: blocks human EBI2 receptor beta-arrestin signaling. P32249. EBI2 beta-arrestin recruitment, luminescence, 7a,25-OHC stimulated. inhibition, % at 5 µM. hit rate 0.81% among 360,000. AID 651636; in the data active means inhibition above about 38%;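 further: enzyme fragment complementation signal reports receptor beta-arrestin coupling in cells; 0% = agonist plus DMSO wells and 100% = wells without agonist; some results beyond the cut were filed as inactive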
Target sequence (P32249 whole entry, looked up, the tested form may be a part): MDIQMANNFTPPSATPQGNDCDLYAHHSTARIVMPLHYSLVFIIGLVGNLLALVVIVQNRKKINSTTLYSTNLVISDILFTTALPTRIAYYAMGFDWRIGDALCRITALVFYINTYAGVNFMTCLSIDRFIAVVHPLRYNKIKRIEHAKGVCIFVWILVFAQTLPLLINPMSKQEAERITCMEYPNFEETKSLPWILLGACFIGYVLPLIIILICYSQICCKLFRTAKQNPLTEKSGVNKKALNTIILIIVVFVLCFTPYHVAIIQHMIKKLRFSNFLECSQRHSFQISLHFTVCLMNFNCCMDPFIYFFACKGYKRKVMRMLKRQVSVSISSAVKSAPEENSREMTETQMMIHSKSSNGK
Numbers without * were called inactive; x = not tested or not shown. Unless noted, no stated cut-off is given here; in the data, active means inhibition above about 50%; inactive means the rest. Some of the compounds tested. The share of hits here may be higher or lower than overall.

The first 9 records as a preview:
entry | Molecule | SENP8 inh | UBC13 inh | Gli-Sufu block | Jurkat NFkB inh
1 | Cc1cc(N2CCN(S(=O)(=O)c3ccc(C)c(C)c3)CC2)c2ccccc2n1 | 1 | 4 | 12 | 8
2 | COc1ccc(OC)c(NC(=O)c2ccc(OC3CSC3)cc2)c1 | 1 | -5 | -6 | 5
3 | CC(C)(C)n1cnc2cc(NC(=O)c3cccs3)ccc21 | -7 | -14 | -50 | -145
4 | COc1ccc(N(C)S(=O)(=O)c2cccc(C(=O)N3CCN(Cc4ccc5c(c4)OCO5)CC3)c2)cc1 | 5 | -2 | 25 | 2
5 | O=C(NNC(=O)C12CC3CC(CC(Cl)(C3)C1)C2)c1csc(N2CCOCC2)n1 | -9 | -3 | -2 | -3
6 | O=C(c1cccc(F)c1)N1CCN(S(=O)(=O)Cc2ccccc2)CC1 | -4 | -3 | 3 | -1
7 | O=C(NCc1ccc2c(c1)OCO2)c1cc(-n2cnnc2)ccc1Cl | -6 | -14 | -1 | -3
8 | CCc1ccc(OCC(=O)NC(NC(=S)Nc2ccc(C)cc2C)C(Cl)(Cl)Cl)cc1 (stereo not given) | -14 | -18 | -6 | -2
9 | CCOCCCn1c(SCc2nc3ccccc3s2)nc2ccccc2c1=O | 6 | 3 | 54 | -29

entry | Apaf1 inhib | 697 NFkB inh | EBI2 antag | CCR6 antagonist
1 | 20 | -25 | 13 | -10
2 | 9 | 10 | 0 | 1
3 | -12 | -116 | -3 | -11
4 | 22 | 1 | 9 | 3
5 | -5 | -7 | -2 | 4
6 | -13 | -3 | 7 | 2
7 | 2 | 4 | 8 | 5
8 | -6 | 3 | -4 | -13
9 | 20 | -82 | 4 | 48

Main list, previewed entries included:
entry | Molecule | SENP8 inh | UBC13 inh | Gli-Sufu block | Jurkat NFkB inh
1 | Cc1cc(N2CCN(S(=O)(=O)c3ccc(C)c(C)c3)CC2)c2ccccc2n1 | 1 | 4 | 12 | 8
2 | COc1ccc(OC)c(NC(=O)c2ccc(OC3CSC3)cc2)c1 | 1 | -5 | -6 | 5
3 | CC(C)(C)n1cnc2cc(NC(=O)c3cccs3)ccc21 | -7 | -14 | -50 | -145
4 | COc1ccc(N(C)S(=O)(=O)c2cccc(C(=O)N3CCN(Cc4ccc5c(c4)OCO5)CC3)c2)cc1 | 5 | -2 | 25 | 2
5 | O=C(NNC(=O)C12CC3CC(CC(Cl)(C3)C1)C2)c1csc(N2CCOCC2)n1 | -9 | -3 | -2 | -3
6 | O=C(c1cccc(F)c1)N1CCN(S(=O)(=O)Cc2ccccc2)CC1 | -4 | -3 | 3 | -1
7 | O=C(NCc1ccc2c(c1)OCO2)c1cc(-n2cnnc2)ccc1Cl | -6 | -14 | -1 | -3
8 | CCc1ccc(OCC(=O)NC(NC(=S)Nc2ccc(C)cc2C)C(Cl)(Cl)Cl)cc1 (stereo not given) | -14 | -18 | -6 | -2
9 | CCOCCCn1c(SCc2nc3ccccc3s2)nc2ccccc2c1=O | 6 | 3 | 54 | -29
10 | O=C(COC(=O)c1ccc(OC(F)F)cc1)Nc1cccc(S(=O)(=O)NC2=NCCC2)c1 | 9 | 0 | 0 | 4

entry | Apaf1 inhib | 697 NFkB inh | EBI2 antag | CCR6 antagonist
1 | 20 | -25 | 13 | -10
2 | 9 | 10 | 0 | 1
3 | -12 | -116 | -3 | -11
4 | 22 | 1 | 9 | 3
5 | -5 | -7 | -2 | 4
6 | -13 | -3 | 7 | 2
7 | 2 | 4 | 8 | 5
8 | -6 | 3 | -4 | -13
9 | 20 | -82 | 4 | 48
10 | -5 | 17 | 0 | 7

More results:
entry | Molecule | SENP8 inh | UBC13 inh | Gli-Sufu block | Jurkat NFkB inh
11 | O=C(C1CCCC1)N1CCN(S(=O)(=O)c2cccc(Cl)c2Cl)CC1 | -1 | 8 | 4 | 11
12 | CCc1ccccc1-n1c(SCC(=O)N2CCCC2)nc2[nH]ncc2c1=O | 5 | -4 | 15 | 8
13 | NS(=O)(=O)c1ccc(NC(=S)NCCc2ccccc2)cc1 | -11 | -1 | -11 | 22
14 | O=C(Cc1ccc(Nc2nc(=S)[nH]c3ccccc23)cc1)NC1CCCCC1 | 6 | 4 | x | 0
15 | O=C(CSc1nnc(CN2CCOCC2)n1-c1ccccc1)Nc1ccc(Cl)cc1 | -5 | 7 | 0 | 4
16 | COCCOC(=O)C1=C(C)NC(=O)NC1c1ccc(OC(=O)c2ccco2)c(OC)c1 (stereo not given) | 0 | 9 | 4 | 5
17 | O=C(CNCC1CCCO1)N1CCCc2ccccc21 (stereo not given) | 0 | -8 | -5 | -3
18 | Cc1sc2nc(C)n(/N=C/c3ccccc3)c(=O)c2c1C | 5 | -3 | 7 | -1
19 | COc1ccccc1-c1cc(N)n(S(=O)(=O)c2ccc(F)c(C)c2)n1 | 2 | 4 | 2 | 17
20 | CCC1CN(C(=O)N2CCC(C(=O)NCc3ccc(F)cc3)CC2)c2ccccc2O1 (stereo not given) | -4 | 3 | 7 | 3

entry | Apaf1 inhib | 697 NFkB inh | EBI2 antag | CCR6 antagonist
11 | 1 | 15 | 6 | 14
12 | -7 | 17 | -4 | -9
13 | 9 | -15 | 1 | 0
14 | -12 | -10 | x | x
15 | 2 | 5 | 6 | -8
16 | 1 | 10 | -1 | 4
17 | -6 | 8 | -8 | -5
18 | 13 | 2 | -7 | 6
19 | 1 | 5 | 7 | 7
20 | 0 | 2 | 6 | 3

New compounds follow.
entry | Molecule | SENP8 inh | UBC13 inh | Gli-Sufu block | Jurkat NFkB inh
21 | CCN(CC)CCN(C(=O)c1cc2ccccc2cc1OC)c1nc2ccc(F)cc2s1 | -10 | 22 | 51 | -22
22 | CN(C)CC/C=C1\c2ccccc2Sc2cc(F)c(Cl)cc21 | -4 | 31 | 14 | 12
23 | CCOC(=O)c1sc(=S)n(C)c1NC(=O)c1cccc(Br)c1 | 4 | -12 | 14 | -14
24 | CCn1c(-c2cccc(Br)c2)n[nH]c1=S | -10 | 0 | -6 | 7
25 | COCc1nnc(NC(=O)CSCc2ccccc2)s1 | 2 | 2 | 7 | 9
26 | CSc1ccc(/C=C2\NC(=O)NC2=O)cc1 | -6 | 0 | -7 | -2
27 | O=C(O)CC(NC(=O)COc1ccc(Cl)cc1Cl)C(=O)O (stereo not given) | -8 | -3 | 4 | 1
28 | CC(CN1CCN(C)CC1)OC(=O)c1cccc(F)c1 (stereo not given) | -7 | 3 | 25 | -16
29 | CSc1ccc(S(=O)(=O)N2CCC(C(=O)NCCCn3ccnc3)CC2)cc1 | -11 | 1 | 31 | -16
30 | COc1ccc(-c2noc(CNC(=O)c3ccc4c(c3)OCO4)n2)cc1 | 0 | 0 | 2 | -3

entry | Apaf1 inhib | 697 NFkB inh | EBI2 antag | CCR6 antagonist
21 | 19 | 1 | 8 | 12
22 | 9 | 12 | -16 | 23
23 | -5 | -13 | 0 | 4
24 | 8 | 0 | 11 | 10
25 | -2 | 5 | -4 | -3
26 | -12 | -17 | 2 | -1
27 | 13 | -15 | 0 | -6
28 | -3 | 2 | 3 | 3
29 | 18 | -11 | -6 | -3
30 | 5 | 9 | 1 | 7

(more compounds)
entry | Molecule | SENP8 inh | UBC13 inh | Gli-Sufu block | Jurkat NFkB inh
31 | O=C(NC1CCCCCC1)C1Cc2ccccc2CN1C(=O)c1ccco1 (stereo not given) | -2 | -3 | -4 | -4
32 | CCOC(=O)c1cc2occc2n1Cc1ccc(F)cc1 | 1 | 6 | -2 | -7
33 | CCC1CCCCN1CCCNC(=O)c1ccc2nc(N3CCCCC3)sc2c1 (stereo not given) | -7 | 3 | -5 | -93
34 | CCOc1ccc(N2C(=O)CC(N(CCc3ccc(OC)c(OC)c3)C(=S)Nc3ccccc3)C2=O)cc1 (stereo not given) | 5 | 9 | 5 | 12
35 | NC(=O)N/N=C/c1ccc2cccc(OCc3ccccc3)c2n1 | -5 | 12 | -3 | 5
36 | O=C(NCCN1CCOCC1)c1sc2ccccc2c1Cl | 7 | 0 | -10 | -9
37 | CCOC(=O)C1CCN(C(=O)c2ccc(N3CCCC3=O)cc2)CC1 | 5 | 4 | -1 | -5
38 | NC(=O)[C@@H]1CCCN1Cc1nc(Cc2cccc(C(F)(F)F)c2)no1 | 8 | 4 | -1 | 5
39 | CCCOc1ccc(CNC(=S)NCc2ccc(OC(C)C)cc2)cc1 | -9 | -3 | 5 | 16
40 | O=C(Nc1cccnc1Cl)c1cc(-c2ccc(Cl)cc2)on1 | 2 | 2 | 35 | -3

entry | Apaf1 inhib | 697 NFkB inh | EBI2 antag | CCR6 antagonist
31 | -4 | 5 | 3 | 23
32 | 23 | -14 | 16 | 25
33 | 12 | -298 | 6 | 8
34 | 11 | -15 | 4 | -8
35 | 0 | 12 | 11 | -4
36 | 17 | 2 | 2 | 11
37 | -9 | 3 | 2 | 4
38 | -6 | 19 | -1 | 13
39 | 0 | -8 | 16 | 19
40 | -2 | 11 | -1 | 1

More records follow:
entry | Molecule | SENP8 inh | UBC13 inh | Gli-Sufu block | Jurkat NFkB inh
41 | CCCN1C2CCCC1CC(NC(=O)c1ccc(OC)cc1)C2 (stereo not given) | 1 | 0 | 17 | 2
42 | Cn1c(=O)c2c(c3ccccc31)OC(C)(C)CC2 | -4 | 14 | -5 | -3
43 | C=CCn1c(SCC(=O)NC2CCS(=O)(=O)C2)nc2sc(CC)cc2c1=O (stereo not given) | 6 | -2 | -2 | 1
44 | CC1(C)C[C@H]2C3=CCC4[C@@]5(C)CC[C@H](O)[C@@](C)(CO)C5CC[C@@]4(C)[C@]3(C)C[C@@H](O)[C@@]2(CO)[C@@H](O)[C@@H]1O (stereo not given in full) | 7 | 12 | -1 | -4
45 | O=C(NCc1cccs1)C1CCCN(S(=O)(=O)c2cnc[nH]2)C1 (stereo not given) | -4 | 10 | 3 | 0
46 | COc1ccc(Cl)cc1-c1nc(SCC(=O)N(C)CCC#N)n[nH]1 | 6 | -8 | -13 | -9
47 | CCCN(CCC)CC(O)COc1ccccc1C(=O)Nc1ccccc1 (stereo not given) | 15 | 4 | -12 | 11
48 | NCCCCCc1nnc(SCC(=O)Nc2cccc(Cl)c2)o1 | -4 | -3 | -12 | -5
49 | CC1CCN(S(=O)(=O)c2cccc(S(=O)(=O)N3CCCC3)c2)CC1 | -2 | 2 | 27 | 9
50 | Cc1ccc(S(=O)(=O)N2CCN(C(=O)CCC(=O)NCCc3ccc(S(N)(=O)=O)cc3)CC2)c(C)c1 | 0 | -12 | -5 | 0

entry | Apaf1 inhib | 697 NFkB inh | EBI2 antag | CCR6 antagonist
41 | -12 | -6 | 0 | 9
42 | 4 | 5 | 4 | 4
43 | 0 | 5 | 0 | -16
44 | 3 | -3 | -2 | -2
45 | 1 | 14 | -6 | -1
46 | 4 | 1 | -2 | 2
47 | 3 | -2 | -12 | -9
48 | 2 | 2 | -15 | 8
49 | 0 | 17 | 0 | 6
50 | -4 | 12 | 2 | 12

Remaining list, next part:
entry | Molecule | SENP8 inh | UBC13 inh | Gli-Sufu block | Jurkat NFkB inh
51 | O=C(COc1ccccc1F)Nc1ccc(S(=O)(=O)Nc2nccs2)cc1 | -12 | -3 | -24 | -12
52 | O=C(NN=C(Cc1ccccc1)Cc1ccccc1)c1ccccc1F | 1 | -9 | -5 | -6
53 | O=C(Nc1ccc2c(c1)C(=O)NC2=O)c1ccccc1 | 8 | 9 | 4 | 5
54 | O=C(c1cc(-c2cccs2)on1)N1CCCc2ccccc21 | -10 | 8 | -19 | -24
55 | COc1cc(OC)cc(C(=O)NCCNC(=O)c2ccccn2)c1 | 1 | 6 | 42 | -10
56 | O=C1N[C@@H](Cc2c[nH]c3ccccc23)COC(=O)[C@H](Cc2ccc(F)cc2)C/C=C\C[C@@H]1CC(=O)N(CCO)Cc1ccccc1 | -5 | -10 | 14 | -3
57 | COC(=O)C1=C(C)NC(=O)NC1c1ccc(OC(=O)c2ccco2)cc1 (stereo not given) | -1 | 19 | -7 | 3

entry | Apaf1 inhib | 697 NFkB inh | EBI2 antag | CCR6 antagonist
51 | 12 | 0 | -6 | 23
52 | 7 | -7 | 6 | 11
53 | 7 | -9 | 2 | -2
54 | 22 | -24 | 4 | 21
55 | 1 | 2 | 8 | 11
56 | 37 | 14 | 17 | 11
57 | 1 | 14 | -7 | 14

High-throughput results deposited in PubChem by Sanford-Burnham Center for Chemical Genomics.
